Compound activity as filed in PubChem BioAssay.
KDM5B inhibitor – Primary screen for KDM5B Histone Demethylases FDH-coupled qHTS | Lysine-specific demethylase 5B (Homo sapiens), Q9UGL1 | KDM5B demethylase, FDH-coupled NADH fluorescence (FDH is formaldehyde dehydrogenase) | Potency, µM (highest dose often 57.7 µM), without a hit: at the highest dose activity change, negative = inhibition, usual class: inhibitors | 220,000 tested, 2.6% active; active means well fitted inhibition curve with a large enough effect; inconclusive means small, poorly fitted or top-dose-only effect; inactive means no such curve, though single readings can be large or run the other way; further: 0% is about no effect; nearly all actives have a fitted effect of over 70% in size
Target sequence (Q9UGL1 whole entry, looked up): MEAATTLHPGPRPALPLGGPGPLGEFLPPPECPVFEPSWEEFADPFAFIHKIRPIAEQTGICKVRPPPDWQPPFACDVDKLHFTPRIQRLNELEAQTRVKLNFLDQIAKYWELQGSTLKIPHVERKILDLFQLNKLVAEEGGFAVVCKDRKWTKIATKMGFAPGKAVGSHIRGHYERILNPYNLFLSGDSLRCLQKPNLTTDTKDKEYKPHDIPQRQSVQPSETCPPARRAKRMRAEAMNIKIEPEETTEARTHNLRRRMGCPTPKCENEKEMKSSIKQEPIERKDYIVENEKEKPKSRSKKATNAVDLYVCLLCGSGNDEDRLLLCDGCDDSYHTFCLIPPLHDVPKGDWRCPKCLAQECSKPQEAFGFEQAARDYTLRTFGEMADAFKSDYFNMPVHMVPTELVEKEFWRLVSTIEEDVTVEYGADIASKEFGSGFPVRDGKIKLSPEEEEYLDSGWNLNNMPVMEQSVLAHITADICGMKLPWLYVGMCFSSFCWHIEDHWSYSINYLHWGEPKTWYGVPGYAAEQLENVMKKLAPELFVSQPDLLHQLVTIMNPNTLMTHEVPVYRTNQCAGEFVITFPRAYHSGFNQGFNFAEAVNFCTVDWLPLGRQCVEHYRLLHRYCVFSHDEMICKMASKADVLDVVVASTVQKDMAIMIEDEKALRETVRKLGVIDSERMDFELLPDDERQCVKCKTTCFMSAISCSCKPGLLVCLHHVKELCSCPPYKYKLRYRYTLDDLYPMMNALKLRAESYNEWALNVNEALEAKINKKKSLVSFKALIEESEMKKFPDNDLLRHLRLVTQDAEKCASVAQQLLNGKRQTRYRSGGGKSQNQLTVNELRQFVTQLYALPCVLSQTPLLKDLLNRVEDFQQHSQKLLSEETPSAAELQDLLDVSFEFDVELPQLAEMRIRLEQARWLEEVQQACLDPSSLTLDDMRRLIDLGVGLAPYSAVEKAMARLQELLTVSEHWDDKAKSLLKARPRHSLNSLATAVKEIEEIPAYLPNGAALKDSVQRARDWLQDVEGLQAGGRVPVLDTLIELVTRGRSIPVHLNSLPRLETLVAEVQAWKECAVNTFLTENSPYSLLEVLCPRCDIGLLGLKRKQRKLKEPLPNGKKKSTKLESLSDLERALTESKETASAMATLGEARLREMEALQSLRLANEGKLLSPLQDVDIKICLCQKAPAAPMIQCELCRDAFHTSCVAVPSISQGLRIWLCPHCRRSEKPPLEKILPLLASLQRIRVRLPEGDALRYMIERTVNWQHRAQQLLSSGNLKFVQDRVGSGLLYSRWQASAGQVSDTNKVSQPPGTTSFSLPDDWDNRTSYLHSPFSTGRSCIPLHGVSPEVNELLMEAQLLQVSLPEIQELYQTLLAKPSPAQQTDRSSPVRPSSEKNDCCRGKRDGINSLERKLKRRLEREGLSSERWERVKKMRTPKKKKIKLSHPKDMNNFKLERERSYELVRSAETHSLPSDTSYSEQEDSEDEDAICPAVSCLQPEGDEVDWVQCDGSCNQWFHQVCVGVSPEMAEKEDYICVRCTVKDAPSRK
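Compound dilutions met 200 nM (final) KDM5BΔAP for 10 min at room temperature before substrate addition. The substrate mix held 12.5 µM H3K4me3 with cofactors 25 µM α-ketoglutarate and 50 µM Fe²⁺. NADH signal gain over 30 min defined activity.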
An asterisk follows results filed as active; ? = inconclusive; [ ] = dose if it differs, or a comment. Potency means the concentration at half of the fitted maximal effect.

Start of the data: the first 2 records, ahead of the listing:
SMILES	KDM5B inhibitor
CC(C)C(=O)N1[C@@H]2CC[C@H]1CC(NC(=O)c1ccncc1)C2 (stereo not given in full)	5%
Cc1cccc(/N=C/c2ccc([N+](=O)[O-])cc2)n1	?

This part in full, repeating the preview:
SMILES	KDM5B inhibitor
CC(C)C(=O)N1[C@@H]2CC[C@H]1CC(NC(=O)c1ccncc1)C2 (stereo not given in full)	5%
Cc1cccc(/N=C/c2ccc([N+](=O)[O-])cc2)n1	?
O=C(NCc1ccc(Cl)cc1)c1ccc2c(Cl)c3c(nc2c1)CCCC3	-22%
COc1ccc(Nc2nc3ccccc3nc2NS(=O)(=O)c2ccc(C)cc2)c(OC)c1	-10%
CCOc1ccc(NC(=O)c2nc3ccccc3nc2N2CCCCC2)cc1	15%
Cc1cc(C(=O)N2CCC[C@H](n3c(=O)n(CC4CC4)c4cccnc43)C2)n(C)n1	-21%
COc1cccc(-n2c(C)c(C)c3c2ncn2nc(-c4cccs4)nc32)c1	?
Cc1ccc2oc(=O)c3cnn(CC(=O)N4CCN(c5ccccc5)CC4)c3c2c1	-7%
Cc1cccc2nc(C(=O)N3CCCC(c4[nH]ncc4-c4ccccc4)C3)cn12 (stereo not given)	-13%
Cc1cccc(Oc2nc3c(c(=O)n(C)c(=O)n3C)n2Cc2ccccc2F)c1	15%
CCCN(CCC)c1ccc(NC(=O)c2ccccc2Cl)cc1C(=O)O	-19%
CC(NC(=O)CSc1cccs1)C1CCCO1 (stereo not given)	13%
O=C(c1ccccc1OCC1CCCN(C2CCCC2)C1)N1CCOCC1 (stereo not given)	-3%
CCN(Cc1ccc2c(c1)OCO2)C(=O)c1nn(-c2ccccc2)c(=O)c2ccccc12	14%
CCOc1cc(=O)n2c(c1C(=O)Nc1ccc(S(N)(=O)=O)cc1)CCCC2	23%
CN(C)c1ccc(CN2C[C@H](O)C[C@H]2c2nc(-c3cccnc3)no2)cc1	-10%[86.2 µM]
Cc1cc(C)cc(C(=O)Nc2ccc(Cl)c(C(F)(F)F)c2)c1	-4%
CCC(=O)NCCC1CCN(C(=O)Nc2cc(F)cc(F)c2)CC1	19%
CC(C)(C)c1coc([C@@H]2COCCN2C2CCC2)n1	-23%[115 µM]
CC(C)Cn1nc(C(=O)Nc2ccc(F)c(Cl)c2)c2ccccc2c1=O	2%
COc1ccc(CNC(=O)c2ccc3noc(-c4ccccc4)c3c2)cc1OC	13%
Cc1ccc(S(=O)(=O)N2CCC(n3cnnc3C)CC2)c(C)c1	-15%
COc1cccc(CN2CCCC(Cc3ncc(C)n3Cc3ccccc3)C2)c1 (stereo not given)	14%
CCCCN(CC)C(=O)CSc1nc2n[nH]c(C)c2c(=N)n1-c1cccc(Cl)c1	?
c1ccc(-c2nnc([C@H]3CCN(C4CCC4)C3)o2)cc1	?
The results go on:
SMILES	KDM5B inhibitor
CC(C)n1nc(C(=O)NCc2cc3ccccc3[nH]2)c2ccccc2c1=O	-23%
COC(=O)c1ccc(CNC(=O)c2ccccc2)cc1	11%
CCn1c2ccccc2c2cc(NC(=O)CNC)ccc21	?
Cc1ccc(-n2c(C)c([N+](=O)[O-])c3ccc(O)cc32)cc1	-3%
O=C(NC1CCN(C(=O)C2CCCCC2)CC1)c1ccccc1	20%
Cc1ccc(Cn2nc(C)c3cc(C(=O)N4CCN(CC(=O)N5CCCC5)CC4)sc32)cc1	11%
CCC(=O)N1CCN(c2ccccc2NC(=O)COc2ccc(C(C)C)cc2)CC1	22%
O=C(CCCc1nc(-c2cccs2)no1)NCc1cccnc1-n1cncn1	4%
COC(=O)COc1ccc2c(C)c(CC(=O)OC)c(=O)oc2c1	?
CCOC(=O)c1[nH]c2ccccc2c1NC(=O)c1ccc(OCC)cc1	?
Cc1cc(N(CCO)CCO)n2nc(Cc3ccc(Cl)cc3)nc2n1	14%
O=C(OCc1ccccc1Cl)c1ccc(-c2nnn(Cc3ccccc3)n2)cc1	-19%
CC(=O)N1CCCc2cc(S(=O)(=O)N3CCCC(C(=O)NCc4ccccc4)C3)ccc21 (stereo not given)	10%
CN(CC(=O)Nc1ccc(Cl)cc1)CC(=O)N1CCC(Cc2ccccc2)CC1	?
CC(NC(=O)c1ccco1)c1nc2ccccc2n1Cc1ccccc1 (stereo not given)	6%
CCN1c2cc(C(=O)Nc3ccc(C)c(F)c3)ccc2C(=O)N2CCCCCC21 (stereo not given)	?
Cn1c(=O)c2c(ncn2CC(=O)OCC(=O)NC(c2ccccc2)c2ccccc2)n(C)c1=O	-6%
Clc1cccc(Cl)c1C[n+]1cccc2ccccc21	?
Cc1ccc(-c2cn3c(n2)CO[C@@H](CNCc2ccc(S(C)(=O)=O)cc2)C3)cc1	-1%[86.2 µM]
Cc1cccc(S(=O)(=O)N(C)CC2CCOC2)c1 (stereo not given)	-8%
O=[S+]([O-])(c1cccc(C(F)(F)F)c1)N1CCCC2(CC(c3cccc(C(F)(F)F)c3)=NO2)C1 (stereo not given)	9%[115 µM]
O=C1C(c2cccc(Br)c2)N(CCc2ccccc2)C(=O)CN1C1CCCCC1 (stereo not given)	?
CCOc1ccc(CCNC(=O)Cn2c(-c3cccs3)cc3cc(F)ccc32)cc1OCC	?
CC(C)(C)C(=O)N1CCCC(c2nn(-c3ccccc3)c(=O)[nH]2)C1 (stereo not given)	10%[86.2 µM]
CCN(CC)CCNC(=O)Cn1nc(-c2ccccc2)c2ccccc2c1=O	9%
(continued)
SMILES	KDM5B inhibitor
C#CCO[C@@H]1CCN(S(=O)(=O)c2cccs2)[C@H](C(=O)N[C@H](C)C(N)=O)C1	-27%[86.2 µM]
Cc1cc(C)c(S(=O)(=O)Nc2ccc3oc(C)nc3c2)c(C)c1	-1%
O=C(NNc1ccc([N+](=O)[O-])cc1)c1ccco1	2%
Cn1c(CNC(=O)Cn2nc3c(cc2=O)CCCCC3)nc2ccccc21	-25%
Cc1noc(NS(=O)(=O)c2ccc(NC(=O)C(F)(F)C(F)(F)C(F)(F)F)cc2)c1C	19%
O=C(Nc1ccccc1Cl)C1CCN(c2ncnc3nc[nH]c23)CC1	-16%
COc1ccc(-c2ocnc2C(=O)Nc2cccc(Cl)c2)cc1OC	?
O=C(NCc1ccccc1Cl)C1CCC(=O)N(C2CC2)C1 (stereo not given)	-7%
Cc1ccsc1CNC(=O)Cc1ccc(Cl)c(Cl)c1	2%
CC(COc1cccc(Cl)c1)CN1CCC(C(O)(c2ccccc2)c2ccccc2)CC1 (stereo not given)	10%
O=c1oc2ccccc2cc1-c1nc2ccccc2s1	-13%
COc1ccc(OC)c(C(C)NC(=O)Cn2c(=O)cc(C)c3c(C)nn(-c4ccc(C)cc4)c32)c1 (stereo not given)	-10%
CC(=O)Nc1ccc(S(=O)(=O)N[C@H]2CO[C@H]3[C@@H]2OC[C@@H]3n2nnnc2-c2ccc(N(C)C)cc2)cc1	-30%
CCN(CC)c1nc2ccccc2nc1C(=O)Nc1cc(C)ccc1C	-5%
CC(C)Cn1c(Cn2cccn2)nc2cc(NC(=O)COc3ccccc3)ccc21	5%
CSc1ncc(C(=O)NCc2cccc(Br)c2)c(-c2ccccc2)n1	-11%
CCCNC(=O)NNC(=O)C(C)Oc1cccc(C(F)(F)F)c1 (stereo not given)	11%
CN(Cc1ccccc1)C(=O)c1ccnc(-c2nnc3ccc(Nc4ccccc4)nn23)c1	12%[86.2 µM]
COc1ccccc1-c1noc(CCCC(=O)Nc2ccccc2)n1	-12%
CCc1cc2c(cc3c(=O)n(CC(=O)NC(C)C)nc(CC)n32)s1	-7%
CN1C(=O)N(C)C2(CCN(CCOc3ccccc3)C2)C1=O (stereo not given)	-17%
CCc1ccc(OCCCOc2ccc(Cl)cc2/C=N/NC(=O)c2ccccc2)cc1	3%
CCc1nc(SCc2coc(-c3cccc(F)c3)n2)n[nH]1	17%
COc1ccccc1-c1cc(C(=O)Nc2ccc3c(c2)C(=O)N2CCC[C@H]2C(=O)N3)[nH]n1	?
Cc1ccc(NC(=O)N2CCC(Oc3ncccc3C(=O)N(C)C)C2)cc1 (stereo not given)	1%
(further entries)
SMILES	KDM5B inhibitor
CCc1ccc2oc(C(=O)Nc3cccc(Cl)c3C)cc(=O)c2c1	18%
COc1cccc(C(=O)N2CCC(N3C[C@H](O)C[C@H]3C(=O)N3CCN(c4ccccc4)CC3)CC2)c1	-19%
CNC(=O)c1ccc(NC(=O)CC2C=CCC2)cc1 (stereo not given)	14%
Cn1c(=O)c2c(ncn2CC(=O)Nc2cccc(F)c2)n(C)c1=O	8%
CC(C)CCNC(=O)C1c2ccccc2C(=O)N(Cc2ccccc2)C12CCCC2 (stereo not given)	-1%
O=C1Cc2c(-c3cccc(O)c3)n[nH]c2CN1CC1CC1	-22%[115 µM]
CCC(CC)NC(=O)CSc1ccc2c(c1)OCCCO2	4%
O=[N+]([O-])c1ccc(SCCc2ccncc2)cc1	?
COc1ccc(CC(=O)N2CCCN(c3cc(-c4ccc(Cl)cc4)[nH]n3)CC2)cc1	?
Cc1c(C(=O)NCCSc2ccc(Cl)cc2)oc2c1C(=O)CCC2	-7%
COc1cc(C#N)ccc1OCC(=O)c1ccc2c(c1)CCC2	12%
COc1cccc(NC(=O)CCC2CCN(C(=O)c3ccccc3)CC2)c1	-19%
COc1ccc(N2CCN(C(=O)c3cc(S(=O)(=O)N4CCCCCC4)cn3C)CC2)cc1	-23%
COc1ccc(NC(=O)C2CC(=O)Nc3nc4ccccc4n32)c(OC)c1 (stereo not given)	24%
CC(C)CN1CCN(C(=O)c2ccc3c(c2)CC(=O)N3Cc2ccc(F)cc2)CC1	-19%
O=C(NCC(O)c1ccccc1)c1ccccc1 (stereo not given)	-37%
O=C(NC1CCCCC1)C(c1ccccc1F)N(Cc1ccco1)C(=O)c1ccccn1 (stereo not given)	14%
c1ccc2oc(CSc3ccc4c(c3)OCCO4)nc2c1	4%
O=C(NCCc1ccc(O)cc1)C1CCN(c2nc(Cl)nc3nc[nH]c23)CC1	9%
COCCC(=O)N1CCC2(CC1)CC(C(=O)N1CCOCC1)N(C)C2 (stereo not given)	-19%
COc1ccc2nc([C@H]3CCN(Cc4ccc5c(c4)OCO5)C3)[nH]c2c1	?
O=C(c1ccccc1Cl)N1CCC2(CC1)NC(=O)N(Cc1ccccc1)C2=O	-5%
Cc1ccc(Cl)cc1NC(=O)N[C@@H](C(=O)O)C(C)C	-1%
O=C(O)CCC(=O)N1N=C(c2ccsc2)CC1c1ccc(Br)cc1 (stereo not given)	?
COc1cc2c(cc1OC)C(C)N(S(=O)(=O)c1cn(C)cn1)CC2 (stereo not given)	-3%

Five consecutive records out of the list so far, quoted:
SMILES	KDM5B inhibitor
COc1ccc2nc([C@H]3CCN(Cc4ccc5c(c4)OCO5)C3)[nH]c2c1	?
O=C(c1ccccc1Cl)N1CCC2(CC1)NC(=O)N(Cc1ccccc1)C2=O	-5%
Cc1ccc(Cl)cc1NC(=O)N[C@@H](C(=O)O)C(C)C	-1%
O=C(O)CCC(=O)N1N=C(c2ccsc2)CC1c1ccc(Br)cc1 (stereo not given)	?
COc1cc2c(cc1OC)C(C)N(S(=O)(=O)c1cn(C)cn1)CC2 (stereo not given)	-3%

Remaining list, next part:
SMILES	KDM5B inhibitor
O=C(/C=C/c1ccc(-c2ccc(Cl)c(Cl)c2)o1)c1ccc(Br)cc1	-28%
COc1ccc(-c2cc(N3CCCC(NC(=O)c4ccc(C)c(F)c4)C3)n[nH]2)cc1 (stereo not given)	-21%
CC(C)(C)c1ccc(NC(=O)c2ccc(CN3CCCC3=O)cc2)cc1	21%
CCc1cccc(N2C(=O)CS(=O)(=O)C23C(=O)N(Cc2cccc(C)c2)c2ccccc23)c1 (stereo not given)	-6%
CCc1nn2c(=O)cc(COC(=O)c3ccccc3NC(=O)COc3ccc(F)cc3)nc2s1	-25%
Cc1ccc(C(=O)N2CCC(Oc3ccccc3-c3nc(-c4ccncc4)no3)C2)cn1 (stereo not given)	13%
N#C/C(=C/c1ccc(-c2ccccc2)cc1)C(=O)Nc1ccc(N2CCOCC2)cc1	16%
O=C(CCC1CCN(C(=O)c2ccccc2F)CC1)NC1CC1	11%
CCc1ccc(CNC(=O)CN2C(=O)C(c3ccccc3)=NC23CCCC3)cc1	-13%
O=C(COc1ccccc1Cl)OCc1cc(=O)n2nc(C3CCCCC3)sc2n1	-1%
Clc1ccc(-c2nc3ccccn3c2Nc2ccc3c(c2)OCCO3)s1	?
O=C(Nc1ccccc1C(=O)NCCc1ccccc1)c1cnc2ccccc2n1	8%
CC(C)CNC(=O)N1CCCC(c2nc(-c3cccnc3)no2)CCNC(=O)CC1 (stereo not given)	-20%
Cc1ccc2oc(/N=C(\N)NC(=O)C(C)(C)C)nc2c1	54%[activator]
COc1cccc([C@@H]2Nc3ccc(C(=O)O)cc3[C@@H]3C=CC[C@@H]32)c1OC	?
O=C(C1CCN(c2ncnc3c2nc2n3CCCCC2)CC1)N1CCN(c2cccc(Cl)c2)CC1	-1%
O=c1oc2ccc(Cl)cc2cc1-c1csc(Nc2cccc(F)c2)n1	15%
O=C(Cn1c(=O)oc2ccccc21)N1CCC2(CC1)CC(OCC1CC1)CCO2 (stereo not given)	11%
Cc1ccc(C(=O)NCc2nnc3cc(-c4nc(C)no4)ccn23)cc1	11µM*
CCOc1ccccc1CNC(=O)CN1C(=O)C2CCCCN2c2ccc(C(=O)N(C)C)cc21 (stereo not given)	-13%

Sorted by length of the SMILES (highest first): part of the list above.
SMILES	KDM5B inhibitor
CCc1cccc(N2C(=O)CS(=O)(=O)C23C(=O)N(Cc2cccc(C)c2)c2ccccc23)c1 (stereo not given)	-6%
COc1cccc([C@@H]2Nc3ccc(C(=O)O)cc3[C@@H]3C=CC[C@@H]32)c1OC	?
CCc1nn2c(=O)cc(COC(=O)c3ccccc3NC(=O)COc3ccc(F)cc3)nc2s1	-25%

Only part of the results is shown; the hit share may differ from the screen's.
